A549 tox: kills or reduces viability of A549 cells in Nrf2 counter-screen; A549 ARE-Fluc cells, CellTiter-Fluor viability, 18-24 h; Potency, µM (titrated, usually from 46 µM), inactives show at the top dose activity change, negative = cytotoxicity, most hits filed as inhibitors; 0.16% of 390,000 active; note: potency is the fitted concentration of half-maximal effect; % is set by controls: 0 for no effect and ±100 for the full control effect
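Cytotoxicity counterscreen: CellTiter-Fluor fluorescence was measured in A549 ARE_Fluc cells after 18-24 h of compound exposure in a concentration series. The subsequent BugLite luminescent read reports ARE-luciferase activity.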
CCT chaperon mod: modulators of cytosolic chaperonin (CCT/TRiC) activity | 0.3% of 360,000 active | purified chaperonin ATPase assay, HTRF ADP detection, 30 min | activity change, % (test concentration not listed), hits read low; in the data active = activity change below about -30%; note: % is set by controls: 0 for no effect and ±100 for the full control effect
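TRiC (40 or 20 nM final, by batch activity) in 30 mM Tris pH 7.4, 100 mM KCl, 5 mM MgCl2, 1 mM DTT was treated with compound at 76 uM single dose, then 10 uM ATP, 30 min at 37 °C. ADP was read by HTRF Transcreener.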
Nrf2 block: inhibitors of Nrf2 signaling | A549 ARE-Fluc reporter, luciferase luminescence, 18-24 h | Potency, µM (series often up to 46 µM), for inactives: at the highest dose activity change, negative = inhibition, actives largely listed as inhibitors | 2.1% of 360,000 active; note: potency is the fitted concentration of half-maximal effect; % is set by controls: 0 for no effect and ±100 for the full control effect; nearly all actives have a fitted effect of over 60% in size
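Nrf2 activity is the BugLite luminescence, read 15 min after reagent at room temperature, following CellTiter-Fluor cytotoxicity readout (30 min, 37C). Compound titrations were applied for 18-24 h to 5000 A549 ARE_Fluc cells/well in 5% FBS OPTI-MEM.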
TGFb SMAD3 inh: blocks TGF-b signaling | AID 588855 | HepG2 CAGA-GFP TGF-b/SMAD3 reporter, GFP fluorescence, 18 h; TGF-beta stimulated, 500 pg/mL final | 1.2% of 410,000 active | Potency, µM (titrated, usually from 46.1 µM), inactives show at the top dose activity, negative = inhibition, hits mostly inhibitors; note: potency is the fitted concentration of half-maximal effect; % is set by controls: 0 for no effect and ±100 for the full control effect; nearly all actives have a fitted effect of over 65% in size
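Cell-based qHTS in HEPG2 carrying a CAGA-GFP Smad reporter; compounds added before 500 pg/mL final TGF-beta, 18 h incubation at 37 degrees C, GFP fluorescence quantified per cell by imaging cytometry.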
EPAC2 antagonist: antagonists of human EPAC2; Q8WZA2; EPAC2 GEF exchange of Rap1B-BODIPY-GDP, fluorescence; Potency, µM (top dose mostly 114 µM), inactives show top-dose activity, negative = inhibition, most hits filed as inhibitors; 0.18% of 360,000 active; note: potency is the fitted concentration of half-maximal effect; % is set by controls: 0 for no effect and ±100 for the full control effect; nearly all actives have a fitted effect of over 45% in size; many of its hits are not listed in these tables
Target sequence (Q8WZA2 whole entry, looked up): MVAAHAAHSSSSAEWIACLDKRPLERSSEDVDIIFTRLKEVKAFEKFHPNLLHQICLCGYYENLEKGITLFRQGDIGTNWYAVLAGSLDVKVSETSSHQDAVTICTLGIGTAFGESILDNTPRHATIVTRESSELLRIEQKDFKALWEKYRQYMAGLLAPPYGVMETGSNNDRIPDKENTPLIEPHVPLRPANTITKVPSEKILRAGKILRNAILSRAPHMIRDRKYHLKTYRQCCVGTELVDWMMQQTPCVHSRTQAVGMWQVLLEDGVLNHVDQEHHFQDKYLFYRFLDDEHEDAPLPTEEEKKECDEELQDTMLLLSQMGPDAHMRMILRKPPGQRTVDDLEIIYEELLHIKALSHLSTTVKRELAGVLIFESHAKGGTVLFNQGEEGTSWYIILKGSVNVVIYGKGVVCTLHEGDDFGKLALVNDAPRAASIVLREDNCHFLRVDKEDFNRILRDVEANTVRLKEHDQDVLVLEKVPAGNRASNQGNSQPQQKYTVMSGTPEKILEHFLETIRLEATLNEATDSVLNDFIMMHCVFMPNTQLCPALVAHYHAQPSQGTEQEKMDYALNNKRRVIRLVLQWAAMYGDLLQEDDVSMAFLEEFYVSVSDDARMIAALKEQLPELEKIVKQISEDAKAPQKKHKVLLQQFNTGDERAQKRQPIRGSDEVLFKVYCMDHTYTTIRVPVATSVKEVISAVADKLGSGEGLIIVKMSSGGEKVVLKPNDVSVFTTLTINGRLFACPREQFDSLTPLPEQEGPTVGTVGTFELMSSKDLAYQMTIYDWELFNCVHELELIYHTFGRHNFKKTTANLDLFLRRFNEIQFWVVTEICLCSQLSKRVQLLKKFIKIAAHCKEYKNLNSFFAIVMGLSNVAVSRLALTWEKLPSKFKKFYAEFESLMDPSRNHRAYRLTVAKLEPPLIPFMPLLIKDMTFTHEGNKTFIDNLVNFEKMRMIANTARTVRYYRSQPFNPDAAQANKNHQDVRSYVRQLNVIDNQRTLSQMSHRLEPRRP
Nrf2 activator: Nrf2 pathway activation | AREc32 ARE-luciferase reporter (MCF7-derived line), luminescence, 24 h | Potency, µM (doses to about 46.1 µM), for inactives: at the top dose activation, hits mostly activators | 0.31% of 410,000 active | AID 624171; note: potency is the fitted concentration of half-maximal effect; % of control where 0% means no effect; nearly all actives have a fitted effect of over 65% in size
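Luciferase luminescence (Steady-Glo, 30 min at room temperature) served as the read-out of ARE activation in AREc32 cells treated with compounds for 24 hr at 37 deg C.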
EPAC2 ag: agonists of human EPAC2 (RAPGEF4). 0.079% of 360,000 active. AID 720711. Potency, µM (series often up to 154 µM), for the others: at the highest dose activation, usual class: activators. Q8WZA2. EPAC2 activation, biochemical qHTS; response scale: 100% = 6.5 mM cAMP response; note: potency is the fitted concentration of half-maximal effect; nearly all actives have a fitted effect of over 50% in size
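Nucleotide exchange monitored as fluorescence drop when BODIPY-GDP leaves Rap1B. Reaction: 100 nM EPAC2, 250 nM RAP1B-BODIPY-GDP, 50 uM GDP, room temperature, kinetic read over 30 min. Activity expressed relative to 6.5 mM cAMP.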
MmCpn inh: M. maripaludis TRiC chaperonin inhibition; purified Mm-Cpn ATPase, ADP Transcreener TR-FRET; Potency, µM (series often up to 76.9 µM), without a hit: at the highest dose activity, negative = inhibition, most hits filed as inhibitors; 0.031% of 330,000 active; note: potency is the fitted concentration of half-maximal effect; % is set by controls: 0 for no effect and ±100 for the full control effect; nearly all actives have a fitted effect of over 80% in size
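Inhibition of chaperonin ATP hydrolysis is measured as reduced ADP production, detected by competitive TR-FRET in which signal falls with ADP. Final enzyme 25 nM and ATP 10 uM, reacted 30 min at 37°C.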
Akt phos inh: Akt phosphorylation inhibition. 0.32% of 360,000 active. Neuro2A IGF-stimulated pAkt S473 HTRF, 20 min; active compounds read low. activity change, % for hits at 50 µM; in the data active = activity change below about -80%; inconclusive = mostly about -51% to -80%; note: % is set by controls: 0 for no effect and ±100 for the full control effect
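Neuro2A cells in DMEM with 0.5% FBS, overnight at 37 deg C, given compound at single 50 µM final, then IGF (6 nM final) for 20 min at 37 deg C. Lysed; phospho-Akt Ser473 by HTRF after 24 h, 665/615 ratio.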
* = called active by the depositor; i = inactive; ? = inconclusive; · = not tested or not shown. Unless noted, calls come from the whole dose curve; as a rule, active = well fitted curve in the direction sought with a large enough effect; inconclusive = small, poorly fitted or top-dose-only effect, or another doubt; inactive = no such curve, though single readings can be large; an effect the other way counts as inactive or inconclusive. Only part of the results is shown (hit frequency here may not be typical).

SMILES	A549 tox	CCT chaperon mod	Nrf2 block	TGFb SMAD3 inh	EPAC2 antagonist	Nrf2 activator	EPAC2 ag	MmCpn inh	Akt phos inh
CCOc1cc2sc(N3CCC(C(=O)NCCCN4CCCC4=O)CC3)nc2cc1Br	-5%	-1.7	-5%	?	-4%	10%	17%	1%	i
CC1(c2nnc(Cc3ccccc3)o2)CC(c2ccncc2)=NO1 (centres undefined)	-1%	1.6	6%	-7%	4%	-0.6%	9%	·	i
c1ccc(-c2ccc(C3=Nn4c(nnc4-c4cccs4)SC3)cc2)cc1	-3%	-0.5	?	-29%	7%	0.4%	0%	-2%	i
O=C(NC(=S)Nc1nc2c(s1)CSc1ccccc1-2)c1ccccc1	-3%	-0.7	2%	-25%	2%	12%	2%	-26%	i
Cc1ccc(S(=O)(=O)NC(=O)NN2CC3CCCC3C2)cc1 (centres undefined)	-5%	-44*	25%	13%	20%	0.2%	-4%	0%	i
CCN1CCN(c2ccc(S(=O)(=O)N3CCOCC3)cc2NC(=O)/C=C/c2cccc(OC)c2OC)CC1	0%	-2.5	12%	?	14%	0.6%	9%	0%	i
O=C(CC(NC(=O)c1ccccc1Cl)c1ccccc1)NCCc1ccc(Cl)cc1 (centres undefined)	3%	-2.9	18%	7%	17%	0.4%	5%	3%	i
COc1ccccc1NC(=O)NS(=O)(=O)c1ccc(C)cc1	-3%	0.5	2%	1%	11%	0.1%	-1%	0%	i
O=C(NCCCNC(=O)c1ccccc1F)c1ccco1	0%	-1.8	0%	0%	9%	0.3%	11%	3%	i
COCCn1c(/C=C/c2ccccc2)nc2ccccc21	-1%	1.6	?	-12%	-3%	8.9%	-8%	-4%	i
CCOc1ccc(NC(=O)CCCCn2c(=O)[nH]c3ccsc3c2=O)cc1	-18%	2.4	2%	27%	13%	1.8%	0%	3%	i
COc1ccc(NC(=O)NCC(C)CSc2ccc(C)cc2)c(OC)c1 (centres undefined)	-16%	-1.3	?	-20%	-13%	2.9%	8%	-6%	i
CC1CCN(C(=O)CS(=O)(=O)Cc2ccccc2)CC1	-1%	-0.2	?	5%	-1%	-0.1%	6%	2%	i
COc1ccccc1-c1cc(C(=O)Nc2ccccc2C(F)(F)F)no1	-4%	·	3%	-1%	·	-1.1%	·	·	·
C/C(N)=C(/C#N)C(=O)COC(=O)CNS(=O)(=O)c1c(F)cccc1F	12%	-3.2	17%	-13%	11%	0.1%	6%	0%	i
Cc1ccc(S(=O)(=O)c2cc3ccc(O)cc3oc2=O)cc1C	5%	-1.3	-27%	?	-24%	22%	0%	-4%	i
Cc1ccccc1-c1nnc(CN2CCC(C)CC2)o1	6%	1.2	?	0%	2%	4.7%	12%	1%	i
CN1CCN(S(=O)(=O)c2ccc(Cl)c(C(F)(F)F)c2)CC1	2%	-2.6	12%	0%	-1%	0.6%	-8%	·	i
Cc1nc(-c2ccc(S(=O)(=O)N3CCN(C4c5ccccc5-c5ccccc54)CC3)s2)cs1	6%	-3.6	4%	1%	-2%	-0.6%	10%	-3%	i
CC(=O)Nc1cccc(-c2csc(C(O)c3ccccc3)n2)c1 (centres undefined)	·	-1.6	·	-1%	-11%	1.9%	11%	·	·
CCc1cccc(-n2nnc(-c3nsc(NC(=O)c4cccs4)n3)c2C)c1	8%	·	?	?	·	-1.4%	·	·	·
CCOC(=O)C1(C)CCCN(C(=O)c2ccc(C#N)cc2)C1 (centres undefined)	·	-1.0	·	9%	10%	-0.9%	6%	·	i
CC1(C)CC(=O)c2c(nn(-c3ccccc3)c2-c2ccncc2)C1	2%	0.4	-9%	-22%	19%	-0.7%	-2%	-2%	i
CCOC(=O)c1nn(-c2ccc(C)cc2)cc1O	-4%	-1.8	16%	-16%	4%	-0.1%	-5%	0%	i

Sorted by count of non-hydrogen atoms (largest number first): some entries from above
SMILES	A549 tox	CCT chaperon mod	Nrf2 block	TGFb SMAD3 inh	EPAC2 antagonist	Nrf2 activator	EPAC2 ag	MmCpn inh	Akt phos inh
O=C(CC(NC(=O)c1ccccc1Cl)c1ccccc1)NCCc1ccc(Cl)cc1 (centres undefined)	3%	-2.9	18%	7%	17%	0.4%	5%	3%	i
CC1(c2nnc(Cc3ccccc3)o2)CC(c2ccncc2)=NO1 (centres undefined)	-1%	1.6	6%	-7%	4%	-0.6%	9%	·	i
CC(=O)Nc1cccc(-c2csc(C(O)c3ccccc3)n2)c1 (centres undefined)	·	-1.6	·	-1%	-11%	1.9%	11%	·	·

Additional records follow.
SMILES	A549 tox	CCT chaperon mod	Nrf2 block	TGFb SMAD3 inh	EPAC2 antagonist	Nrf2 activator	EPAC2 ag	MmCpn inh	Akt phos inh
CS(=O)(=O)N1CCN=C1SCc1ccc([N+](=O)[O-])cc1	-3%	1.2	0%	0%	0%	0.3%	4%	0%	i
CC(=O)NC1CC2CCCC(C1)N2C(=O)Nc1cccc(Cl)c1 (centres undefined)	6%	-1.3	5%	-3%	1%	-0.2%	0%	·	i
CCOc1ccccc1NC(=O)C(OC(=O)C1CC1)c1ccccc1 (centres undefined)	1%	1.2	11%	-20%	?	-0.5%	6%	1%	i
Cc1cccc(OCCNC(=O)c2cccc(Oc3ccc(C(F)(F)F)cc3[N+](=O)[O-])c2)c1	-12%	-1.4	?	-17%	-1%	2.5%	6%	0%	i
CCC1CN(C(=O)N2CCC(C(=O)NCCN(C)C)CC2)c2ccccc2O1 (centres undefined)	-8%	·	3%	-11%	·	-0.7%	·	·	·
CCc1nc2ccc(C(=O)Nc3cccc(OC)c3)cn2c1N(CC)Cc1cccc(Br)c1	·	0.0	·	?	-13%	-0.8%	5%	·	i
O=C1CCC(=O)N1c1cccc(OS(=O)(=O)c2ccccc2)c1	-3%	-9.3	18%	0%	5%	-0.2%	2%	0%	i
O=C(Cn1nnc2ccccc21)NCc1ccccc1	0%	0.9	?	?	-7%	-1.0%	?	1%	·
Cc1ccc2c(c1)C(=O)N(CCCCO)C2=O	5%	-1.6	4%	-18%	-9%	0.0%	10%	0%	i
Cc1oc(-c2ccccc2F)nc1CS(=O)(=O)CC(=O)NC(C)CCc1ccccc1 (centres undefined)	0%	-1.7	?	?	-9%	-0.2%	4%	4%	i
CC1(C(=O)Nc2ccc(Cl)c(Cl)c2)CCN1Cc1cc2ccccc2o1 (centres undefined)	·	-1.7	·	-3%	6%	0.3%	8%	·	i
COc1ccc(-c2csc3nc(-c4cccnc4)nc(Cl)c23)cc1OC	-18%	0.8	?	-18%	-11%	?	7%	-16%	i
CC(C)(C)OC(=O)C[C@@H]1C/C=C\C[C@H](CC(=O)N[C@H](CO)Cc2ccccc2)C(=O)N[C@@H](Cc2ccccc2)COC1=O	-9%	2.1	0%	3%	5%	-0.1%	-7%	?	i
C[C@H](NC(=O)c1nc[nH]c1C(=O)N1CCN(c2ccccc2)CC1)c1ccccc1	-4%	-1.4	-1%	?	-3%	-0.4%	4%	1%	i
COC(=O)c1sccc1N/N=C/c1cccc(OC)c1O	-1%	1.5	-13%	?	0%	0.0%	-10%	-2%	i
COc1ccc(NC(=O)C(CCSC)N2C(=O)c3ccccc3C2=O)cc1 (centres undefined)	-9%	0.8	?	-2%	-5%	0.1%	5%	-1%	i
COc1ccc(NC(=O)c2ccc3c(c2)N(C)CCS3)cc1	-5%	1.1	?	1%	0%	4.9%	-8%	-10%	i
O=S(=O)(NC1CCCCC1N1CCC(O)CC1)c1ccccc1 (centres undefined)	2%	-6.1	2%	-7%	5%	0.3%	-4%	2%	i
O=C(/C=C/c1ccc(Cl)c(Cl)c1)N1CCc2ccccc21	-3%	1.6	?	-6%	7%	4.1%	-12%	1%	i
Fc1cccc(-n2cc(-c3ccccc3)c3c(=S)nc[nH]c32)c1	-10%	0.4	-14%	-27%	-6%	7.3%	10%	-1%	i
C=C1CCN([C@@H](C)C(=O)NCc2ccc(OC)cc2)S(=O)(=O)c2ccccc21	3%	-0.7	9%	4%	9%	-0.4%	-1%	-1%	i
N#Cc1ccc(CN2CCN(C(=O)c3ccc(S(=O)(=O)N4CCCCCC4)cc3)CC2)cc1	-9%	-0.8	16µM*	?	0%	-0.3%	10%	-2%	i
COC(=O)c1ccccc1S(=O)(=O)N1CCC(C(=O)Nc2ccc(N3CCOCC3)cc2)CC1	4%	-2.0	-2%	9%	-25%	-0.6%	12%	-4%	i
CCOC(=O)C1CCCN(C(=O)c2cc3c(=O)n(C)c4ccccc4c3n2C)C1 (centres undefined)	1%	-0.1	?	-1%	9%	1.1%	1%	2%	i
Cc1ccc(Nc2nc(N)nc(COC(=O)C3=COCCO3)n2)cc1	-3%	1.2	?	3%	18%	2.7%	1%	2%	i
O=C(COC(=O)Cc1ccsc1)Nc1ccc(Br)cc1	6%	-1.4	1%	-13%	-1%	0.3%	10%	2%	i
CCOC(=O)CN(C(=O)CNC(=O)c1cccs1)C(C(=O)NC1CCCC1)c1cccnc1 (centres undefined)	-11%	0.4	-12%	-10%	3%	0.4%	2%	-3%	i
CCOc1ccc(Nc2c(S(=O)(=O)c3ccc(C)cc3)cnc3ccc(OC)cc23)cc1	-21%	·	?	?	·	5.1%	·	·	·
COCCn1c(C)cc(C(=O)CSc2nnc(-c3cccnc3)n2-c2ccccc2F)c1C	1%	0.3	4%	0%	0%	0.2%	-2%	-2%	·
CCOC(=O)c1cnc2c(C)cccc2c1Nc1ccc(OC(C)C)cc1	0%	·	4%	-20%	·	-0.7%	·	·	·
COc1ccc(-c2sc(Nc3ccccc3)n[n+]2-c2ccc(F)cc2)c(OC)c1OC	4%	-3.8	-5%	-2%	-7%	-0.1%	-3%	-7%	i
Nn1cnnc1N/N=C/c1cc([N+](=O)[O-])c(Cl)cc1Cl	-10%	3.0	-4%	2%	-14%	?	5%	-1%	i

Screens: PubChem BioAssay, National Center for Advancing Translational Sciences (NCATS)
